HP1b binding inh: inhibitors of HP1-beta chromodomain binding to methylated histone tails | AlphaScreen HP1-beta / biotin-H3K9me3 peptide binding | Potency, µM (doses to about 114 µM), inactives show top-dose activity change, negative = inhibition, usual class: inhibitors | 390,000 compounds, 0.56% hits; further: potency means the concentration at half of the fitted maximal effect; nearly all actives have a fitted effect of over 70% in size; inactives centre near 23
Target sequence (P83916 whole entry, looked up): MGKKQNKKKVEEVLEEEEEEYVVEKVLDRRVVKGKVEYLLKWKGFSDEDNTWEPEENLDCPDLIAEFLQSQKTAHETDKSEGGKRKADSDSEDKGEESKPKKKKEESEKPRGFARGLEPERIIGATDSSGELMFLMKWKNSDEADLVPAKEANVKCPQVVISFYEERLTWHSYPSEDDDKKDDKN
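HP1-beta protein (50 nM final) preincubated 30 min at room temperature with biotinylated H3(1-18)K9me3 peptide (50 nM) in PBS pH 7.4, 0.01% Tween-20, then compound added for 30 min. AlphaScreen streptavidin donor/nickel chelate acceptor beads (10 ug/mL final), 30 min dark, luminescence read.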
mIDH1 inhibitor: inhibitors of human mutant IDH1 R132H | AID 602179 | 390,000 compounds, 0.093% hits | O75874 | IDH1-R132H enzyme, NADPH consumption, diaphorase/resazurin fluorescence | Potency, µM (titrated, usually from 76.6 µM), for the others: top-dose activity change, negative = inhibition, hits mostly inhibitors; further: potency means the concentration at half of the fitted maximal effect; on the % scale 0 is the no-effect control and ±100 the full control effect; nearly all actives have a fitted effect of over 65% in size
Target sequence (O75874 whole entry R132H, stated change not applied): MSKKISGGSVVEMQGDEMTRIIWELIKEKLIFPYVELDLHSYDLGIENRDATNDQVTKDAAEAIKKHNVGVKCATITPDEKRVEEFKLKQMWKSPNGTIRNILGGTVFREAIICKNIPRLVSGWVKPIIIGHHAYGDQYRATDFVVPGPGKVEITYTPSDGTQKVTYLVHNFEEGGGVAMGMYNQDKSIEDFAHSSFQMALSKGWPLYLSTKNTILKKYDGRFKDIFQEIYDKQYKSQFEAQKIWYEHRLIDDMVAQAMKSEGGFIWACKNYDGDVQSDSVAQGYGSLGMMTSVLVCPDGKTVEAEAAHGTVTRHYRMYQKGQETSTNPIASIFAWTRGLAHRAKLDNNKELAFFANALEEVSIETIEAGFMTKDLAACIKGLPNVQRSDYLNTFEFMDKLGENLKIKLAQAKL
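IDH1-R132H (0.5 ug/mL dispensed) in pH 7.5 Tris buffer was preincubated 30 min with compound, then given a substrate mix of 0.016 mM NADPH and 2 mM alpha-KG for 80 min at room temperature; remaining NADPH was read by diaphorase/resazurin fluorescence.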
PI4K2A inh: blocks human PI4K2A kinase activity | AID 1346378 | purified PI4K2A, ADP-Glo luminescence, 1 h; stronger effect = lower value | 420,000 compounds, 0.13% hits | activity change, negative = inhibition, % at 76.9 µM; in the data active means activity change below about -50%; inconclusive means mostly about -30% to -49%;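 further: -100% = wells without enzyme as full effect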
Target sequence (Q9BTU6 whole entry, looked up): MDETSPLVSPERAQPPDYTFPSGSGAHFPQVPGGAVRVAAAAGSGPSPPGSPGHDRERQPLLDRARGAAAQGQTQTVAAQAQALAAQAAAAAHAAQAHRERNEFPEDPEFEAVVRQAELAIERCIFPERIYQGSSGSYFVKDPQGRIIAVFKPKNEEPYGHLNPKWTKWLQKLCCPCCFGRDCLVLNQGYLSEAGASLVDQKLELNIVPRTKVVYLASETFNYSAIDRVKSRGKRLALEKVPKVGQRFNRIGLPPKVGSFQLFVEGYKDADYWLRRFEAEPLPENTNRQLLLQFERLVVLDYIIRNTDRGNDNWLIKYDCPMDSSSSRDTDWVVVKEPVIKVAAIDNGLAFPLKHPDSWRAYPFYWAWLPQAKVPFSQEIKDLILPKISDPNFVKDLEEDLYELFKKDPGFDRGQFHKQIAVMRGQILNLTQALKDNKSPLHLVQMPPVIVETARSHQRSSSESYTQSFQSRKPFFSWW
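In this quantitative HTS, ADP production by PI4K2A was quantified luminescently after 1 h at ambient temperature; 100 microM adenosine served as plate-quality control.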
TrxR1 substrate: substrates of rat thioredoxin reductase 1; O89049; purified TrxR1 substrate turnover, NADPH consumption readout; Potency, µM (highest dose often 114 µM), without a hit: top-dose activity change, negative = substrate turnover; 390,000 compounds, 0.01% hits; AID 588456; further: potency means the concentration at half of the fitted maximal effect; on the % scale 0 is the no-effect control and ±100 the full control effect; nearly all actives have a fitted effect of over 50% in size
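Rat TrxR1, dispensed at 90 nM, was prereduced with 400 uM NADPH (final) for 5 min at ~22 deg C, then incubated with compound 15 min before 400 uM selenite. A first-read NADPH fluorescence drop versus no-compound background flagged substrates.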
USP1 inh: blocks the human USP1/UAF1 deubiquitinase complex; O94782; recombinant USP1/UAF1, Ub-Rhodamine cleavage fluorescence; Potency, µM (doses to about 57.1 µM), inactives show at the top dose activity change, negative = inhibition, usual class: inhibitors; 390,000 compounds, 0.23% hits; further: potency means the concentration at half of the fitted maximal effect; on the % scale 0 is the no-effect control and ±100 the full control effect; nearly all actives have a fitted effect of over 60% in size; inactives centre near -12
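Step one: compound is pinned into 1nM USP1/UAF1 in HEPES pH 7.8 buffer with TCEP. Step two: 15 min room-temperature incubation. Step three: Ub-Rho (150nM final) starts cleavage, tracked by fluorescence over six one-minute reads.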
GLS inh: inhibitors of human glutaminase (GLS). GLS enzymatic activity, qHTS titration. 410,000 compounds, 0.21% hits. Potency, µM (doses to about 45.5 µM), for inactives: top-dose activity change, negative = inhibition, hits mostly inhibitors; further: potency means the concentration at half of the fitted maximal effect; on the % scale 0 is the no-effect control and ±100 the full control effect
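hKGA in 45 mM KH2PO4 (pH 8.2), 0.02% Tween-20 with compound, then 1mM L-Glutamine (stock as added) plus glutamate oxidase/HRP/Amplex red coupling mix. Fluorescence read initially and after 30 min at RT; signal change reflects glutamate formation.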
PGK inhibitor: inhibitors of T. brucei phosphoglycerate kinase. P07378. PGK/GAPDH coupled, Kinase-Glo luminescence, 60 min. Potency, µM (titrated, usually from 57.5 µM), without a hit: at the highest dose activity change, negative = inhibition, actives largely listed as inhibitors. 380,000 compounds, 0.043% hits; further: potency means the concentration at half of the fitted maximal effect; on the % scale 0 is the no-effect control and ±100 the full control effect; nearly all actives have a fitted effect of over 60% in size
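Luminescent ATP detection (Kinase-Glo Plus) follows a 60-minute room-temperature incubation, with wells lacking PGK as controls. Buffer: 100 mM TEA (pH 7.6), 5 mM MgCl2, 0.01% Tween-20. Coupling enzyme GAPDH (100 nM final) supplies unstable 1,3-BPG in-well.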
TrxR1 inh: blocks rat thioredoxin reductase 1; Potency, µM (doses to about 114 µM), without a hit: at the top dose activity change, negative = inhibition, usual class: inhibitors; recombinant rTrxR1, NADPH fluorescence consumption, selenite substrate; O89049; 390,000 compounds, 1% hits; further: potency means the concentration at half of the fitted maximal effect; on the % scale 0 is the no-effect control and ±100 the full control effect; nearly all actives have a fitted effect of over 65% in size
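Rat TrxR1 (90 nM in the dispensed reagent) was pre-reduced with 400 uM NADPH for 5 min at room temperature, then incubated with compound for 15 min. After 400 uM selenite was added, NADPH fluorescence (Ex 340/Em 450 nm) was followed for 8 min.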
Pin1 inh: human Pin1 inhibition. Pin1 FP peptide displacement, HiFluor488, 10 min. Potency, µM (top dose mostly 115 µM), without a hit: at the top dose activity, negative = inhibition, actives largely listed as inhibitors. 390,000 compounds, 0.009% hits. AID 504891; active means well fitted inhibition curve with a large enough effect in the polarisation, with a control signal flat, not every such curve was filed as active; inconclusive means small, poorly fitted or top-dose-only effect, or effect the other way, or a change in a side signal; inactive means no such curve, though single readings can be large or run the other way; the % refers to the polarisation; further: potency means the concentration at half of the fitted maximal effect; on the % scale 0 is the no-effect control and ±100 the full control effect
* hit, by the source's call; i = inactive; u = inconclusive; x = not tested or not shown; & = joins results of further samples; [ ] = remark or other dose. Unless noted, the call rests on the fitted dose curve; in most records, active means well fitted curve in the direction sought with a large enough effect; inconclusive means small, poorly fitted or top-dose-only effect, or another doubt; inactive means no such curve, though single readings can be large; an effect the other way counts as inactive or inconclusive. Some of the compounds tested; count on the stated rates, not on these rows.

SMILES	HP1b binding inh	mIDH1 inhibitor	PI4K2A inh	TrxR1 substrate	USP1 inh	GLS inh	PGK inhibitor	TrxR1 inh	Pin1 inh
Cc1nc(=O)c(-c2ccccc2)c(C)n1-c1cccc(C(=O)O)c1	49%[activator]	-2%	-2	-15%	-8%	-17%	-7%	-12%	9%
Cn1ncc(Br)c1NC(=O)c1cc(Cl)cc(Cl)c1	62%[activator]	-5%	4	-6%	-13%	-15%	x	12%	2%
COc1ccc(CNC(=O)C(OC(=O)c2ccco2)c2ccc(F)cc2)cc1 (centres undefined)	26%[57 µM]	4%	4	1%	-22%	17%	4%	18%	37%[activator]
Nn1c(SC/C=C/c2ccccc2)nnc1-c1cccnc1	10%	0%	0	-3%	-8%	-3%	0%	-29%	-1%
CC(C)CNC(=O)c1ccc(COc2ccc(Cl)cc2Cl)o1	51%[activator]	4%	-17	-11%	-8%	-11%	-11%	-17%	-3%
O=c1c(Cc2ccc(F)cc2)c(O)ccn1C1CCCCC1	63%[activator]	3%	-6	12%[57.1 µM]	-11%	1%	-1%	9%[57.1 µM]	-2%
COc1ccc(-c2cc(C(=O)N3CC(C)CC(C)C3)c3ccccc3n2)cc1 (centres undefined)	22%	0%	4	150%[activator]	-18%	-4%	-5%	35%	2%
CCOc1ccc(NS(=O)(=O)c2c(C(=O)N3CCCCCC3)c(C)n(C)c2C)cc1	47%[activator]	-3%	-3	6%[57.1 µM]	-12%	-1%	-12%	24%[57.1 µM]	-7%
Cc1ccc(-n2nc3c(=O)n(CCCC(=O)NCCc4ccccc4C)nc(C)c3c2C)cc1	18%	11%	-5	1%	-14%	1%	0%	26%	-3%
Cc1cc(C)n2nc(C(=O)N/N=C/C=C/c3ccccc3)nc2n1	47%[activator]	1%	2	-17%	-3%	0%	5%	-21%	3%
CCOC(=O)N1CCN(S(=O)(=O)N2CCCC(C(=O)NCc3ccc(OC)cc3OC)C2)CC1 (centres undefined)	38%&6%	-3%&3%	2&-8	-4%	-13%&-1%	-1%&7%	-5%&-6%	13%	9%&-1%
C=C[C@H]1C(O[C@@H]2O[C@H](CO)[C@@H](O)[C@H](O)[C@H]2O)OC=C2C(=O)N3CCc4cc(OC)c(O)cc4[C@H]3C[C@H]21 (some centres undefined)	37%	0%	-1	0%	-25%	62%[activator]	-2%	-3%	0%
COC1OC2COC(c3ccccc3)OC2C(O)C1NC(=O)c1ccccc1 (centres undefined)	13%	0%	-5	-12%	-6%	4%	i	-14%	2%
CC(O)c1cc2c(s1)c1cnn(Cc3ccccc3F)c(=O)c1n2C (centres undefined)	30%	x	5	-4%	x	0%	5%	7%	2%&-1%
CCc1[nH]nc(C(=O)N2CCCC(C(=O)c3cccc(C(F)(F)F)c3)C2)c1C (centres undefined)	45%[activator]	9%	-3	1%	-20%	-9%	-8%	5%	-9%
CCCCCCSc1ccc(-c2nc3ccc(C)cn3c2NC2CCCCC2)cc1	37%	5%	0	55%[activator]	-27%	-8%	-4%	u	-5%
CCOc1ccc(CCNC(=O)CCn2c(=O)c3cccn3c3ccc(F)cc32)cc1OCC	31%	-25%	-1	8%[11.4 µM]	11%	4%	1%	4%	-3%
N#Cc1nc(COc2ccccc2)oc1N1CCOCC1	21%	3%	2	2%	-16%	6%	-4%	6%	0%
COC(=O)CCS(=O)(=O)c1ccc(NC(C)=O)cc1	19%	3%	0	12%	-12%	-3%	-4%	11%	5%
Cc1c(OCC(=O)C(C)(C)C)ccc2c3c(c(=O)oc12)CCCC3	30%	9%	-6	21%	-21%	-4%	i	50%[activator]	-7%
COC(=O)/C(=C\C(=O)c1ccccc1)Nc1ccc(OC)cc1	u	5%	-4	8%[11.4 µM]	u	0%	1%	19%[11.4 µM]	3%
COCCNC(=O)Cn1c(=O)c2cccn2c2ccc(F)cc21	-12%	0%	4	-1%	-11%	-12%	i	29%	-4%
C=C1c2cccc(OC)c2O[C@H](C(=O)OCC)[C@@H]1CCCCCC	92%[activator]	9%	-13	4%&5%	-31%	-18%	4%	u	u
COc1ccccc1-c1nnc(SCC(=O)N2CCOCC2)n1-c1ccccc1	19%	4%	3	9%	-2%	4%	-10%	17%	1%
O=C(CSc1nc2ccccc2c(=O)n1Cc1ccco1)N1CCN(c2ccccc2)CC1	u	-13%	-3	19%[57.1 µM]	-19%	11%	-5%	26%[57.1 µM]	5%
O=c1cnnc(Nc2ccc(F)cc2)[nH]1	46%[activator]	3%	3	-8%	-10%	-17%	i	-1%	-6%
Cc1c(CCC(=O)N[C@@H](C)C(=O)O)c(=O)oc2cc3oc4c(c3cc12)CCCC4	24%	8%	-4	17%	-1%	2%	x	-7%	u
COc1cc(-c2nnn(CC(=O)Nc3ccc(OC(F)(F)F)cc3)n2)cc(OC)c1OC	27%	x	-3	-7%	4%	-2%	x	-9%	7%
O=S(=O)(/N=C(/Nc1cccc2ccccc12)c1ccccc1)c1cccs1	-1%	-3%	-7	-9%	-20%	21%	-3%	-5%	4%
COc1ccc(NS(=O)(=O)c2cc(NC(=O)C3CC3)ccc2N2CCOCC2)cc1	0%	7%	1	-7%	-13%	1%	-3%	13%[57.1 µM]	1%

10 entries from above, bar-delimited:
canonical_smiles | HP1b binding inh | mIDH1 inhibitor | PI4K2A inh | TrxR1 substrate | USP1 inh | GLS inh | PGK inhibitor | TrxR1 inh | Pin1 inh
COC(=O)/C(=C\C(=O)c1ccccc1)Nc1ccc(OC)cc1 | u | 5% | -4 | 8%[11.4 µM] | u | 0% | 1% | 19%[11.4 µM] | 3%
COCCNC(=O)Cn1c(=O)c2cccn2c2ccc(F)cc21 | -12% | 0% | 4 | -1% | -11% | -12% | i | 29% | -4%
C=C1c2cccc(OC)c2O[C@H](C(=O)OCC)[C@@H]1CCCCCC | 92%[activator] | 9% | -13 | 4%&5% | -31% | -18% | 4% | u | u
COc1ccccc1-c1nnc(SCC(=O)N2CCOCC2)n1-c1ccccc1 | 19% | 4% | 3 | 9% | -2% | 4% | -10% | 17% | 1%
O=C(CSc1nc2ccccc2c(=O)n1Cc1ccco1)N1CCN(c2ccccc2)CC1 | u | -13% | -3 | 19%[57.1 µM] | -19% | 11% | -5% | 26%[57.1 µM] | 5%
O=c1cnnc(Nc2ccc(F)cc2)[nH]1 | 46%[activator] | 3% | 3 | -8% | -10% | -17% | i | -1% | -6%
Cc1c(CCC(=O)N[C@@H](C)C(=O)O)c(=O)oc2cc3oc4c(c3cc12)CCCC4 | 24% | 8% | -4 | 17% | -1% | 2% | x | -7% | u
COc1cc(-c2nnn(CC(=O)Nc3ccc(OC(F)(F)F)cc3)n2)cc(OC)c1OC | 27% | x | -3 | -7% | 4% | -2% | x | -9% | 7%
O=S(=O)(/N=C(/Nc1cccc2ccccc12)c1ccccc1)c1cccs1 | -1% | -3% | -7 | -9% | -20% | 21% | -3% | -5% | 4%
COc1ccc(NS(=O)(=O)c2cc(NC(=O)C3CC3)ccc2N2CCOCC2)cc1 | 0% | 7% | 1 | -7% | -13% | 1% | -3% | 13%[57.1 µM] | 1%

(cont.)
SMILES	HP1b binding inh	mIDH1 inhibitor	PI4K2A inh	TrxR1 substrate	USP1 inh	GLS inh	PGK inhibitor	TrxR1 inh	Pin1 inh
Cc1ccc(Cl)cc1NS(=O)(=O)N1CCOCC1	30%	9%	-5	2%	-23%	-6%	-2%	12%	-21%
Cc1cccc(NC(=S)NCCC(C)C)c1	21%	-2%	7	-1%	-4%	19%	6%	-3%	1%
COc1ccc(N2CCN(C(=O)NCc3cccc(OC)c3)CC2)cc1	10%	7%	-7	5%	-9%	35%[activator]	-9%	37%[activator]	-11%
Cc1cnc(CN2CCCC(C(=O)c3ccc4c5c(cccc35)CC4)C2)[nH]1 (centres undefined)	u	-10%	0	8%[57.1 µM]	-8%	2%	-5%	-17%	10%
Cc1ccccc1CN1CCN(CC2CC3C=CC2C3)CC1 (centres undefined)	u	8%	-8	-4%	-15%	9%	-1%	6%	11%
Cc1ccc(C)c(N2CCN(C(=O)c3ccc(CSc4nc5ccncc5[nH]4)cc3)CC2)c1	u	3%	-4	10%[57.1 µM]	-21%	3%	i	19%[57.1 µM]	-3%
CCOc1ccc(CN(C)C(=O)NNC(=O)c2ccc(C)cc2)cc1OC	30%	-3%	0	5%	-15%	17%	1%	15%	6%
CC(C)N(C(=S)NC1CC2CCC1C2)c1ccccc1 (centres undefined)	92%[activator]	-1%	-2	5%	-12%	u	2%	9%	-2%
Nc1c(-c2ccccc2)cnc2cc(-c3ccccc3)nn12	41%	7%	4	9%	-27%	-5%	-1%	3%	1%
CCOC(=O)c1c(CN(CC)CC)n(-c2ccccc2)c2ccc(O)cc12	u	10%	1	-3%[57.1 µM]	4%	16%	0%	-6%[57.1 µM]	x
CC(C)CC(=O)NC(c1ccccc1Cl)c1c(O)ccc2ccccc12 (centres undefined)	13%	3%	-1	5%[11.4 µM]	-3%	8%	-1%	8%	-9%

Screening data (PubChem)
